Screening results from PubChem BioAssay.
D1 mod: D1 CRE-luciferase signal change, two-sided – cell-based, HEK293 D1, dopamine EC30, D1 allosteric modulator project, primary screen; dopamine EC30 potentiation; actives deviate in either direction; B-score at 10 µM; 5.9% of 58,000 active; AID 641, 2007; D(1A) dopamine receptor (Homo sapiens), P21728;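 active = luminescence count or its row- and column-corrected plate score outside the 99.7% band of the plate's sample wells, on either side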
Target sequence (P21728 whole entry, looked up): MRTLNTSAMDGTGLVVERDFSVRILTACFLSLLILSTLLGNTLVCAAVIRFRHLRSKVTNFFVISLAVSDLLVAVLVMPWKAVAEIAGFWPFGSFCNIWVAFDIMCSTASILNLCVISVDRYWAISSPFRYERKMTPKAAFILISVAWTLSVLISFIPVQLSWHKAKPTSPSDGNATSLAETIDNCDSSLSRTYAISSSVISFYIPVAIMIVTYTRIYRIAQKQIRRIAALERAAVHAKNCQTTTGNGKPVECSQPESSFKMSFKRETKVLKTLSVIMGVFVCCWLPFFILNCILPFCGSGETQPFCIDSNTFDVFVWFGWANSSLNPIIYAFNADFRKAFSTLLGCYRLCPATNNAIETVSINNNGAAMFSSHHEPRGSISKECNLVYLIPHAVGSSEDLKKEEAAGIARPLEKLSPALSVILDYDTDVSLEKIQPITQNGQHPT
CatB mixtures: cathepsin B inhibitors from pooled compounds, primary screen, biochemical, compound mixtures, AMC fluorescence. P07858. Purified cathepsin B, AMC dipeptide fluorescence. inhibition, %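 (ten-compound pools at 5 µM per compound and 50 µM total)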. 0.06% of 62,000 active. AID 488, 2006; in the data active = inhibition above about 22%, passing the limit was not always enough;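 note: 0% = enzyme without compound and 100% = no enzyme blank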
AP complement: alternative complement pathway inhibitors, primary screen, biochemical, ELISA, human serum, orthogonally pooled compounds. LPS-coated ELISA, C3 deposition; tested in compound mixtures. inhibition, % at 5 µM. 0.08% of 62,000 active;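 active = inhibition above 30% in each of the two pooled mixtures holding the compound, so the lower value exceeds 30%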;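 note: 0% = serum in Mg-EGTA without compound and 100% = EDTA serum blank; some compounds past the cut are filed as inactive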
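Medium: diluted human serum in Mg2+-EGTA GVB++. Assay system: human serum complement alternative pathway, C3 deposition onto LPS. Also added: Plate-bound LPS. Technique: Anti-C3 ELISA, OD 450 nm. Measure: percent inhibition. Incubation: 1 h at 37 °C. Dosing: 5 µM each compound, pools of ten, 50 µM per pool.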
E coli RNAP: E. coli RNAP inhibitors, biochemical; DNA-directed RNA polymerase subunit beta (Escherichia coli (strain K12)), P0A8V2; E. coli RNA polymerase, fluorescence transcription assay; inhibition, %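 (tested at 10 µM)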; 0.2% of 62,000 active; AID 559, 2006; in the data active = inhibition above about 20%;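 note: 0% = enzyme without compound and 100% = no enzyme blank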
Hsp90 block: tumor Hsp90 inhibitors, primary screen, cell lysate, fluorescence polarization, NCI-N417 lysate; inhibition, % at 30 µM; Heat shock protein HSP 90-alpha (Homo sapiens), P07900; 0.35% of 64,000 active; Cy3B-geldanamycin FP displacement; AID 429, 2006;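 active = inhibition above 50%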;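 note: 0% = tracer plus lysate wells and 100% = tracer alone without lysate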
DUSP1 inh: MKP-1 phosphatase inhibitors, primary screen, biochemical, in vitro. 0.15% of 65,000 active. recombinant MKP-1, OMFP hydrolysis fluorescence. Dual specificity protein phosphatase 1 (Homo sapiens), P28562. inhibition, %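 (compounds tested at a single concentration somewhere between 10 and 100 µM)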. AID 374, 2006;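 active = inhibition above about 50%, limit read from the data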;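 note: 0% = DMSO max control wells and 100% = wells with enzyme stopped by NaOH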
Target sequence (P28562 whole entry, looked up): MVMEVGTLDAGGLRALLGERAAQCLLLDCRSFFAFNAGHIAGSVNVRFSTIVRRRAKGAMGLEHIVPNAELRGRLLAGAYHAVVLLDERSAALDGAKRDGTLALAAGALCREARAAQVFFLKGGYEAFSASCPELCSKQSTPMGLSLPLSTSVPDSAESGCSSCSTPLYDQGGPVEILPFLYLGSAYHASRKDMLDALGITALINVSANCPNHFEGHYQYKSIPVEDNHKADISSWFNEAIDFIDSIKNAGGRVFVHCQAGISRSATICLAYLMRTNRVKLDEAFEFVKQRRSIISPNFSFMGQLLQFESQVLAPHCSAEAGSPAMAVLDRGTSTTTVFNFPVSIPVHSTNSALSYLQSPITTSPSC
CatB inh: human cathepsin B inhibitors, primary screen, biochemical, fluorogenic substrate | P07858 | purified cathepsin B, fluorescence | inhibition, %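 (tested at 10 µM)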 | 0.1% of 63,000 active; in the data active = inhibition above about 21%;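 note: 0% = enzyme with no compound and 100% = no enzyme blank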
Cdc25B block: inhibitors of Cdc25B phosphatase catalytic domain, primary screen, biochemical, OMFP fluorescence. recombinant Cdc25B, OMFP fluorescence Ex485/Em525. inhibition, %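 (compounds tested at 10 µM final in the well)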. 0.1% of 65,000 active. AID 368, 2006; in the data active = inhibition above about 50%
tolC growth inh: growth inhibitors of E. coli tolC mutant, primary screen, strain BW25113 ΔtolC::kan, 384-well | OD615 | growth inhibition, % at 10 µM (by protocol) | 2.2% of 65,000 active | AID 573, 2007;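 active = growth inhibition at or above a cutoff equal to the mean over every tested compound plus 3 SD, cut at about 60% in these data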;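 note: growth measured after 20 h incubation at 37 °C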
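Test system: tolC-deleted E. coli BW25113; medium: LB with kanamycin 50 µg/mL; compound: single-point testing at 10 µM; incubation: 20 h compound exposure of bacteria at 37 °C; signal: OD at 615 nm; evaluation: growth inhibition in percent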
An asterisk follows results filed as active; nt = no result given.

SMILES	D1 mod	CatB mixtures	AP complement	E coli RNAP	Hsp90 block	DUSP1 inh	CatB inh	Cdc25B block	tolC growth inh
COc1ccc(C2C(C(=O)c3ccco3)=C(O)C(=O)N2Cc2cccnc2)cc1OC (stereo not drawn)	0.011	-2	-8	-5	2	9	0	-1	12
Cc1ccc(NC(=O)c2cccc(Cl)c2)nc1	0.33	4	-11	6	-2	28	3	3	-13
CC(=O)CCC(=O)NCCc1ccccc1F	-0.17	5	10	14	-4	15	0	4	-14
O=C(C1CCCN(S(=O)(=O)c2cccnc2)C1)N1CCn2c1nc1ccccc12 (stereo not drawn)	0.079	-2	3	5	-1	3	0	-8	2
Cc1ccc(C)c(NS(=O)(=O)c2c(C)nn(C)c2C)c1	0.4	3	13	-3	1	10	-2	7	-10
CN1CCN(Cc2c(O)ccc3occ(C(=O)c4ccccc4)c23)CC1	-2	1	6	10	1	6	4	2	5
O=C(NCC(O)c1ccccc1)c1cccc(S(=O)(=O)N2CCOCC2)c1 (stereo not drawn)	nt	5	11	8	-1	23	6	-5	-8
CCCP(=O)(CC(=O)O)c1ccccc1 (stereo not drawn)	-3.9	12	-1	7	-2	5	1	-3	-15
N#Cc1c(NCc2ccccc2)ccnc1NCc1cccnc1	-0.45	-11	-6	7	-2	10	2	-1	8
O=C(Cn1c(CC(=O)N2CCOCC2)nc2ccccc21)Nc1ccc2c(c1)OC(F)(F)O2	0.4	3	-4	10	-1	28	3	-18	-4
C=CCn1c(COc2cccc3cccnc23)nnc1SCC(=O)OC	-0.95	0	8	3	-2	3	6	-14	-2
O=C(Nc1cnn(Cc2ccc(F)cc2)c1)c1cc2nc(-c3ccco3)cc(C(F)(F)F)n2n1	0.87	0	3	6	1	20	2	-1	-24
CCOC(=O)c1ccc(COC(=O)c2ccc(-c3nnc(-c4ccccc4)o3)cc2)o1	0.33	-1	-11	7	2	7	3	-12	-23
CC(C)C(=O)Nc1c2c(nc3ccccc13)N(C)CC2	0.46	3	2	-6	-2	9	-1	-2	-9
O=C(O)CCNS(=O)(=O)c1ccccc1	nt	-1	0	5	-4	23	-1	-5	2
COc1cccc(N(CC(=O)N2CCN(C)CC2)S(=O)(=O)c2ccccc2)c1	-1	-1	-6	10	-5	38	4	-12	-11
Cc1ccccc1S(=O)(=O)Cc1ccc(C(=O)N2CCN(c3ncccn3)CC2)o1	-0.31	-3	-12	-6	-2	4	0	2	-6
Cc1ccc(-c2nnc(N3CCN(C(=O)CN4CCOCC4)CC3)c3ccccc23)cc1	0.4	nt	nt	nt	-1	2	nt	-9	18
Cc1ccc(S(=O)(=O)N2CCN(C(=O)CN3CCOCC3)C2)cc1	nt	9	-3	0	-3	9	6	0	-27
CCOCCCNC(=O)c1cc2sc(Cl)cc2n1CC	0.0048	-9	8	13	-1	-9	1	-26	17
CC1CCCN(C(=O)CNC(=O)Cn2ccc3ccccc3c2=O)C1 (stereo not drawn)	0.14	-2	11	11	-3	-3	2	-5	-13
O=C(C1CC1)N1CCc2cc(Br)cc(S(=O)(=O)NCc3ccco3)c21	-0.2	1	20	1	nt	1	0	2	0
CCOC(=O)CSc1n[nH]c(-c2cccnc2)n1	-0.12	0	8	7	2	-18	3	10	-5
CC1=C(C(=O)Nc2ccccc2)C(c2cccs2)C(C#N)=C(SCC#N)N1 (stereo not drawn)	0.088	3	-1	3	-11	-11	11	0	14
O=C(c1cc2nc(-c3ccco3)cc(C(F)(F)F)n2n1)N1CCN(c2ccccn2)CC1	1.9	-1	2	7	-7	18	3	7	22
Further records.
SMILES	D1 mod	CatB mixtures	AP complement	E coli RNAP	Hsp90 block	DUSP1 inh	CatB inh	Cdc25B block	tolC growth inh
O=C(NCCOCCOCCNC(=O)c1cccnc1)c1cccnc1	nt	nt	nt	nt	-4	-21	0	1	-27
FC(F)(F)c1nnc2sc(-c3ccco3)nn12	0.016	-8	7	nt	0	-19	0	6	-22
COc1ccccc1CNC(=O)N[C@@H](Cc1ccccc1)C(=O)O	-0.78	7	-3	10	4	-7	-5	1	1
O=C(CCn1c(=O)sc2ccccc21)Nc1ccon1	-0.82	nt	nt	nt	2	4	nt	0	-16
OCCNCCCCOc1ccccc1F	-0.039	5	0	4	-2	-11	6	-2	-17
CN(c1ccc(C(=O)NCC2CCCO2)cc1)S(=O)(=O)c1ccccc1 (stereo not drawn)	0.17	-2	3	8	-3	11	0	-1	1
O=C(CSc1nnc(Cc2ccccc2)n1-c1ccc(F)cc1)N1CCOCC1	-0.2	0	-4	9	2	20	-2	1	-7
O=C(CCNC(=O)Cn1ccc2ccccc2c1=O)NCCCN1CCN(c2ccc(F)cc2)CC1	-3.5	-4	0	-1	0	5	-1	19	-15
Fc1ccc(Nc2nc(Oc3ccc4c(c3)OCO4)nc(N3CCOCC3)n2)c(F)c1	nt	-7	0	16	nt	11	-1	-16	-18
O=C(NCC(=O)N1CCCC1)c1cccs1	1.3	0	27	-1	1	3	2	0	-6
O=c1[nH]cnc2c1N1CCC2CC1	0.12	2	11	4	-4	-5	0	8	3
O=C(Nc1ccc(Cl)cc1)c1cc2nc(-c3ccco3)cc(C(F)(F)F)n2n1	0.27	-2	10	-9	-3	27	-1	-5	-11
COc1ccc(N(CC(=O)O)S(C)(=O)=O)cc1OC	0.098	-6	9	6	-2	0	2	-4	-5
Cc1nnc(SCC(=O)Nc2nsc(-c3ccccc3)n2)s1	1.4	3	7	9	3	6	6	-6	1
COC(=O)C(c1cc(OC)c(O)c(OC)c1)(N1CCNC(C)C1)C(F)(F)F (stereo not drawn)	-0.9	11	10	-5	5	8	3	9	-4
CCCCn1nc(C(=O)O)ccc1=O	-0.9	6	-1	3	0	-17	-3	1	-14
CCc1nnc2sc(-c3ccc(NC(=O)c4ccc5c(c4)OCCO5)cc3)nn12	-1.6	1	11	0	-11	8	4	-2	2
Cc1nn(C)c(C)c1NC(=O)c1ccnn1C	-0.83	4	23	8	0	-18	5	6	-30
CCCS(=O)(=O)N1CCN(C(=O)c2cccs2)CC1	-0.21	8	14	6	-1	-10	2	-14	-5
O=C(CCCc1nc(-c2ccccc2Cl)no1)NC1CCCCC1	0.62	5	6	10	-1	-6	-3	0	14
O=C(Cn1nnc(-c2cccc(C(F)(F)F)c2)n1)N1CCOCC1	-1.7	-2	10	-4	-2	7	1	-7	5
O=C(O)CNC(=O)CC12CC3CC(CC(C3)C1)C2	-0.48	5	12	5	-3	-17	-2	-4	-6
Cc1ccc(S(=O)(=O)NCC(=O)N2CCCCC2)cc1	0.36	-1	4	0	-2	2	0	-3	-6
CC(=O)c1c(OC(=O)c2ccco2)c2ccccc2n1C	0.18	5	2	12	1	-14	4	-4	6
Cc1cccc(C)c1OCC(=O)NCc1nnc(SCC(=O)NC2CCCCC2)n1C	0.51	4	16	-2	-1	7	7	-7	6

Structural class: the compounds so far containing an aryl thioether with sulfur outside any ring
SMILES	D1 mod	CatB mixtures	AP complement	E coli RNAP	Hsp90 block	DUSP1 inh	CatB inh	Cdc25B block	tolC growth inh
C=CCn1c(COc2cccc3cccnc23)nnc1SCC(=O)OC	-0.95	0	8	3	-2	3	6	-14	-2
CCOC(=O)CSc1n[nH]c(-c2cccnc2)n1	-0.12	0	8	7	2	-18	3	10	-5
O=C(CSc1nnc(Cc2ccccc2)n1-c1ccc(F)cc1)N1CCOCC1	-0.2	0	-4	9	2	20	-2	1	-7
Cc1nnc(SCC(=O)Nc2nsc(-c3ccccc3)n2)s1	1.4	3	7	9	3	6	6	-6	1
Cc1cccc(C)c1OCC(=O)NCc1nnc(SCC(=O)NC2CCCCC2)n1C	0.51	4	16	-2	-1	7	7	-7	6

Continuation:
SMILES	D1 mod	CatB mixtures	AP complement	E coli RNAP	Hsp90 block	DUSP1 inh	CatB inh	Cdc25B block	tolC growth inh
Cc1ccc(C)c(NC(=O)Cn2nc(C)c3ccccc3c2=O)c1	0.06	-5	10	-1	0	-7	-4	5	-6
Cc1nc(SCC(=O)c2ccc(F)cc2)n[nH]1	0.17	3	13	6	-1	-6	0	-1	-9
COc1ccc(S(=O)(=O)N(CC(=O)O)c2ccccc2)cc1	0.62	0	-17	10	1	18	0	-11	-8
CCCOc1cccc(C2/C(=C(/O)c3ccc(OC)cc3)C(=O)C(=O)N2CCN(C)C)c1 (stereo not drawn)	0.23	1	-11	12	-1	-4	5	8	1
Cn1cccc1C(=O)c1ccc(Cl)cc1Cl	0.15	-8	8	-4	-2	-6	-3	-16	1
O=C(Nc1ccccc1C(=O)N1CCCC1)c1cccc(S(=O)(=O)N2CCCCC2)c1	-0.94	3	14	-1	2	10	1	2	-3
O=C(Nc1ccc(Cl)c(Cl)c1)OCc1cccnc1	1.4	5	1	7	3	-12	3	-11	92*
CC(=O)C1C(c2cn(-c3ccccc3)nc2-c2cccs2)NC(=O)NC1(O)C(F)(F)F (stereo not drawn)	nt	7	6	11	-1	11	-2	2	5
Cc1ccc2cc3cc(C(=O)NCCCN4CCc5ccccc5C4)oc3nc2c1	-1.7	5	17	1	-3	14	1	11	30
CCOCCCNC(=O)c1cc2c(=O)n3cccc(C)c3nc2n1C	0.55	0	7	-14	-4	5	1	-31	-12
O=S(=O)(Cc1ccccc1)N1CCN(C2Cc3ccccc3C2)CC1	0.3	-2	4	8	-7	7	-1	0	-6
COc1cccc(NC(=O)C2CCCN2C(=O)Nc2ccccc2F)c1 (stereo not drawn)	-1.4	1	17	6	-4	0	-1	-5	-20
CC1CN(C(=O)c2cc3c(s2)CCC3)CC(C)O1 (stereo not drawn)	0.78	-1	13	5	0	-1	2	1	-14
O=C(c1ccco1)N1CCN(Cc2nnnn2CCc2ccccc2)CC1	0.096	5	-3	10	0	-2	7	-9	-2
CC(C)Cc1cc(C(=O)NCCc2ccccc2)no1	-1.6	-2	19	-1	2	-6	0	-7	9
COC(=O)C1=C(C)NC(=O)NC1c1ccc(OCC(=O)N2CCCCC2)cc1 (stereo not drawn)	-0.027	5	3	5	-3	6	3	11	-8
N#CC1=C(N)n2c(s/c(=C\c3ccco3)c2=O)=C(C#N)C1c1ccco1 (stereo not drawn)	12*	-2	3	6	-9	0	2	2	14
CC(C)(C)OC(=O)NCCCC(CCCNC(=O)OC(C)(C)C)C(=O)O	nt	2	12	4	nt	20	-3	-16	-11
Cn1nc(C(=O)NCc2ccc(F)cc2)c2ccccc2c1=O	0.037	3	14	-2	-3	5	-6	1	1
CC(C)CC(NC(=O)C1CCCCC1)C(=O)NCc1ccccn1 (stereo not drawn)	nt	1	0	6	nt	4	-4	-2	-2
COc1ccccc1N1CCN(C(=O)c2oc3ccccc3c2C)CC1	-0.9	-1	3	4	-4	27	0	-13	17
O=C(Cc1coc(-c2ccc(F)cc2)n1)NCc1ccccc1	0.71	-1	6	6	-3	2	3	-10	-7
CCc1nn(CC(=O)NCCN2CCN(C)CC2)c(=O)c2cc3occc3n12	-0.17	0	9	-1	2	-6	4	-10	21
C=CCn1c(SCC(=O)Nc2ccc3c(c2)OCCO3)nnc1-c1ccco1	-0.082	6	13	4	-5	4	-5	4	-4
